# Compound activity deposited in PubChem BioAssay by Broad Institute.
# STK33 inh: human STK33 kinase inhibition; Q9BYT3; ADP-Glo luminescence, MBP substrate; inhibition, % at 12.5 µM; 0.44% of 27,000 active; AID 2322; in the data active = inhibition above about 20%
# Target sequence (Q9BYT3 whole entry, looked up): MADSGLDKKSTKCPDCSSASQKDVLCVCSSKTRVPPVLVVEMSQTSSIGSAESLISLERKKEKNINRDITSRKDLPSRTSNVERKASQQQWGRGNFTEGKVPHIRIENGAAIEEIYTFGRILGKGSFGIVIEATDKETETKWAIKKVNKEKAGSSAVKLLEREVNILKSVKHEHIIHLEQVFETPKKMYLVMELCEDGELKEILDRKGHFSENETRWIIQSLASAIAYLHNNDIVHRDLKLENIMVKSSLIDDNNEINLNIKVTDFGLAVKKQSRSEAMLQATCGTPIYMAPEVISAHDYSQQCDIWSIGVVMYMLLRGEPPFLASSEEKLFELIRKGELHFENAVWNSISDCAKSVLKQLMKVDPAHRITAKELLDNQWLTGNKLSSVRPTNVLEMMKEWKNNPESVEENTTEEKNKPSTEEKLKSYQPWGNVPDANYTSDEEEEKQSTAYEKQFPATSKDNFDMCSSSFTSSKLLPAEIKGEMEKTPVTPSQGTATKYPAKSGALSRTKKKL
# p53 PUMA act: re-activators of the mutant p53 pathway. SW480 PUMA-promoter luciferase, p53 mutant reactivation. 1.5% of 28,000 active. activation, % at 9.98 µM; in the data active = activation above about 52%
# Starred values were filed as active, the others as inactive; . = not tested or not shown. Not all compounds are listed; count on the stated rates, not on these rows.
SMILES,STK33 inh,p53 PUMA act
COc1ccc(S(=O)(=O)Nc2ccc3c(c2)CC(=O)N([C@H](C)CO)C[C@H](C)[C@H](CN(C)Cc2ccc(C(=O)O)cc2)O3)cc1,-4.5,4.0
CNC[C@H]1Oc2ccc(NC(=O)CCCN(C)C)cc2CC(=O)N([C@H](C)CO)C[C@@H]1C,.,-6.1
C[C@@H]1CN([C@H](C)CO)C(=O)c2cccc(NC(=O)Nc3cccc4ccccc34)c2O[C@@H]1CN(C)C(=O)Nc1cccc2ccccc12,.,-10.8
O=C(Cc1ccccc1)c1ccccc1C(=O)NCc1ccc(F)cc1,-9.4,.
C[C@@H]1CCCCO[C@@H](CN(C)Cc2ccc(C(=O)O)cc2)[C@@H](C)CN([C@H](C)CO)C(=O)c2cc(NS(=O)(=O)c3cn(C)cn3)ccc2O1,1.6,.
C[C@@H]1CCCCO[C@@H](CN(C)C(=O)Nc2ccc(C(F)(F)F)cc2)[C@H](C)CN([C@H](C)CO)C(=O)c2cc(NS(C)(=O)=O)ccc2O1,.,-15.8
Cn1c(SCC(=O)Nc2ccc(Br)cc2)nnc1-c1cccnc1,-1.8,-5.0
C[C@@H]1CN([C@H](C)CO)C(=O)Cc2cc(NC(=O)Cc3ccccc3)ccc2O[C@@H]1CN(C)CC1CCCCC1,-1.8,.
C[C@H]1CN([C@@H](C)CO)C(=O)CCCn2cc(nn2)CO[C@@H]1CN(C)Cc1ccc(-c2ccccc2)cc1,2.6,.
COC(=O)COc1ccc(NC(=O)c2ccc([N+](=O)[O-])c(C)c2)cc1,0.9,-12.7
CCCc1nc2c(o1)N(C(=O)OCC)C(N)=C(C#N)C21CCNCC1,-0.8,.
Cc1noc(C)c1NC(=O)N(C)C[C@@H]1OCCCC[C@@H](C)Oc2ccc(N(C)C)cc2C(=O)N([C@@H](C)CO)C[C@H]1C,.,8.5
Cc1noc(C)c1S(=O)(=O)N(C)C[C@H]1OCCCC[C@@H](C)Oc2ccc(NC(=O)Cc3ccccc3)cc2C(=O)N([C@H](C)CO)C[C@@H]1C,1.7,.
COc1ccc(S(=O)(=O)N(C)C[C@@H]2Oc3ncc(Br)cc3C(=O)N([C@H](C)CO)C[C@@H]2C)cc1,-1.0,-0.3
COc1ccc(CN(C)C[C@@H]2Oc3ccc(NC(=O)CCC(F)(F)F)cc3C(=O)N([C@@H](C)CO)C[C@@H]2C)cc1,.,0.0
COc1ccc(NC(=O)CSc2ccccn2)c([N+](=O)[O-])c1,0.0,62.0*
CC(C)C#Cc1cnc2c(c1)C(=O)N([C@H](C)CO)C[C@H](C)[C@H](CN(C)C(=O)c1ccccc1)O2,.,5.5
CC(=O)c1cccc(NC(=O)CN(Cc2ccc(Cl)cc2)S(C)(=O)=O)c1,0.8,-4.2
CCN[C@H]1CN(CCCOC)S(=O)(=O)c2sc(S(N)(=O)=O)cc21,2.2,-5.4
Cc1noc(C)c1NC(=O)Nc1cccc2c1O[C@H](CN(C)Cc1ccncc1)[C@H](C)CN([C@H](C)CO)C2=O,.,0.7
COc1cccc(NC(=O)CSc2nnc(-c3ccccc3)n2-c2ccc(Cl)cc2)c1,9.6,-21.5
CCn1c(SCC(=O)Nc2ccc(F)c(Cl)c2)nnc1-c1ccncc1,2.1,6.2
C[C@H]1CN([C@@H](C)CO)C(=O)Cc2cc(NC(=O)Cc3cn(C)c4ccccc34)ccc2O[C@H]1CN(C)S(=O)(=O)c1ccc(F)cc1,-1.7,.
C[C@@H]1CN([C@@H](C)CO)C(=O)c2cc(NC(=O)C3CCCCC3)ccc2O[C@@H]1CN(C)S(C)(=O)=O,0.0,.
COCC(=O)Nc1ccc2c(c1)[C@@H]1C[C@@H](CC(=O)NCc3ccccn3)O[C@@H](CO)[C@@H]1O2,.,-3.6

# Not a retest: four of the compounds above.
SMILES,STK33 inh,p53 PUMA act
Cc1noc(C)c1NC(=O)Nc1cccc2c1O[C@H](CN(C)Cc1ccncc1)[C@H](C)CN([C@H](C)CO)C2=O,.,0.7
COc1cccc(NC(=O)CSc2nnc(-c3ccccc3)n2-c2ccc(Cl)cc2)c1,9.6,-21.5
CCn1c(SCC(=O)Nc2ccc(F)c(Cl)c2)nnc1-c1ccncc1,2.1,6.2
C[C@H]1CN([C@@H](C)CO)C(=O)Cc2cc(NC(=O)Cc3cn(C)c4ccccc34)ccc2O[C@H]1CN(C)S(=O)(=O)c1ccc(F)cc1,-1.7,.

# New compounds follow
SMILES,STK33 inh,p53 PUMA act
C=C(C(=O)O)C1C(OC(=O)/C(=C/CO)CO)CC(C)(O)C2CC(OC(C)=O)C(C)=CC12 (centres undefined),-2.1,9.3
C[C@@H]1CN([C@@H](C)CO)C(=O)c2cc(NC(=O)CCC(F)(F)F)ccc2O[C@@H](C)CCCCO[C@@H]1CN(C)Cc1ccccc1,.,-6.5
Cc1noc(C)c1S(=O)(=O)Nc1ccc2c(c1)C(=O)N([C@H](C)CO)C[C@H](C)[C@H](CN(C)C(=O)CCC(F)(F)F)OCCCC[C@@H](C)O2,-3.0,-11.5
C[C@@H]1CN([C@H](C)CO)C(=O)c2cc(NS(=O)(=O)c3ccc(Cl)cc3)ccc2O[C@H]1CN(C)S(=O)(=O)c1ccc(F)cc1,-0.7,.
COc1ccc(CN(C)C[C@@H]2OCCCC[C@@H](C)Oc3ccc(NC(=O)Nc4c(C)noc4C)cc3C(=O)N([C@@H](C)CO)C[C@H]2C)cc1,.,13.2
C[C@@H]1CCCCO[C@@H](CN(C)Cc2ccc3c(c2)OCO3)[C@@H](C)CN([C@H](C)CO)C(=O)c2cc(NC(=O)Nc3ccccc3)ccc2O1,4.0,.
COC(=O)c1ccccc1NC(=O)Cn1nc(C)c([N+](=O)[O-])c1C,-5.9,-12.0
CCOc1ccc(C(C)C)cc1S(=O)(=O)n1c(C)nc2ccccc21,-4.6,-1.1
CN(C)CCN(Cc1ccccc1)c1ccccn1,-0.6,5.8
COCCCN1C(=O)[C@@]2(Cc3ccccc31)c1ccccc1C(=O)N(Cc1ccccc1)[C@H]2c1ccc(CO)cc1,5.9,.
N#Cc1c(-c2ccccc2)nc(SCC(=O)Nc2ccc(Oc3ccccc3)cc2)[nH]c1=O,-6.5,12.5
O=C(NC(=S)NCc1cccnc1)c1ccc(-c2cccc([N+](=O)[O-])c2)o1,9.2,48.4
C[C@@H]1CN([C@H](C)CO)C(=O)c2cccc(NC(=O)c3nc4ccccc4s3)c2O[C@H]1CN(C)C(=O)NC1CCCCC1,.,-7.1
CCCCn1c2ccccc2c2nnc(SCCN3CCOCC3)nc21,-1.2,-4.2
CNS(=O)(=O)c1cc(-c2nnc(Nc3ccc(C(=O)N(C)C)cc3)c3ccccc23)ccc1C,-7.7,3.4
CC(C)NC(=O)N(C)C[C@H]1Oc2ccc(NS(=O)(=O)c3ccccc3)cc2C(=O)N([C@@H](C)CO)C[C@H]1C,0.9,.
C[C@H]1CN([C@@H](C)CO)C(=O)Cc2cc(NC(=O)Nc3ccc(C(F)(F)F)cc3)ccc2O[C@H]1CN(C)S(=O)(=O)c1ccccc1,1.1,.
C[C@@H]1CN([C@@H](C)CO)C(=O)Cc2cc(NC(=O)Cn3cnnn3)ccc2O[C@@H]1CN(C)S(=O)(=O)c1ccc(F)cc1,-2.6,.
C[C@H](CO)N1C[C@H](C)[C@@H](CN(C)S(=O)(=O)c2ccc(Cl)cc2)Oc2c(NC(=O)Nc3cccc4ccccc34)cccc2C1=O,.,-8.9
CCn1c(SCC(=O)Nc2cccc(Cl)c2C)nnc1-c1ccncc1,0.1,-16.0
C[C@@H]1CCCCO[C@H](CN(C)C(=O)c2ccccc2)[C@H](C)CN([C@H](C)CO)C(=O)c2cc(NS(C)(=O)=O)ccc2O1,.,-4.3
CCC(Sc1nnnn1-c1ccccc1)C(=O)Nc1ccc([N+](=O)[O-])cc1 (centres undefined),-7.5,16.3
Cc1noc(C)c1S(=O)(=O)N(C)C[C@@H]1OCCCC[C@@H](C)Oc2ccc(N(C)C)cc2C(=O)N([C@@H](C)CO)C[C@H]1C,.,0.2
C[C@H](CO)N1C[C@H](C)[C@H](CN(C)C(=O)C2CCCCC2)OCCCC[C@H](C)Oc2ccc(NS(C)(=O)=O)cc2C1=O,.,-0.6
C[C@@H]1CN([C@@H](C)CO)C(=O)Cc2cc(NS(=O)(=O)c3ccccc3)ccc2O[C@H]1CN(C)S(=O)(=O)c1cccs1,.,-3.7

# Remaining list, next part.
SMILES,STK33 inh,p53 PUMA act
CC(C)[C@@H]1CC[C@@]2(C)[C@H](O)CC[C@@](C)(O)[C@@H]2[C@@H]1OC(=O)/C=C/c1ccccc1,-5.0,1.2
O=S(=O)(NCCCCCCc1ccccc1)c1cccc2c(Cl)cccc12,.,1.1
COc1cccc(C#Cc2cnc3c(c2)C(=O)N([C@H](C)CO)C[C@H](C)[C@H](CN(C)C(=O)C2CCOCC2)O3)c1,.,2.3
Cc1noc(C)c1S(=O)(=O)Nc1ccc2c(c1)C(=O)N([C@H](C)CO)C[C@H](C)[C@@H](CN(C)C)OCCCC[C@@H](C)O2,1.4,12.4
COc1ccc(NC(=O)Nc2ccc3c(c2)C(=O)N([C@H](C)CO)C[C@H](C)[C@H](CN(C)Cc2ccc(C(=O)O)cc2)OCCCC[C@@H](C)O3)cc1,1.6,.
C[C@H]1CN([C@@H](C)CO)C(=O)c2cc(NC(=O)Nc3ccc(F)cc3)ccc2O[C@H]1CN(C)S(=O)(=O)c1ccc(F)cc1,-3.3,.
O=C(CSc1ccc(Cl)cc1)Nc1cccc(-c2nnc(-c3ccco3)o2)c1,4.0,122.5*
C=CC[C@@]1(C(=O)NCC(O)CO)N=C(c2ccc(OCCCO)cc2)O[C@@H]1c1ccccc1 (some centres undefined),-6.4,.
O=C1CC(SCCc2nc3ccccc3[nH]2)C(=O)N1c1cccc(F)c1 (centres undefined),-3.7,-11.0
C[C@@H]1CN([C@H](C)CO)C(=O)CCCn2cc(nn2)CO[C@@H]1CN(C)C(=O)Nc1cccc2ccccc12,0.8,-9.1
O=C(Nc1ccc2c(c1)[C@@H]1C[C@H](CC(=O)N3CCCCC3)O[C@H](CO)[C@@H]1O2)C1CCC1,.,9.8
C[C@H]1CN([C@@H](C)CO)C(=O)c2cccc(NC(=O)Nc3cccc4ccccc34)c2O[C@@H]1CN(C)C(=O)Nc1ccc(C(F)(F)F)cc1,.,-2.1
Cn1ncc(C#N)c1NC(=O)C1CC(c2ccc(Cl)c(Cl)c2)=NO1 (centres undefined),0.5,-0.8
C[C@@H]1CCCCO[C@@H](CN(C)C(=O)CCC(F)(F)F)[C@@H](C)CN([C@@H](C)CO)C(=O)c2cc(NS(=O)(=O)c3ccccc3)ccc2O1,.,-5.7
CC/C=C\C/C=C\C/C=C\C/C=C\C/C=C\CCCC(=O)O,0.0,-3.5
CCc1ccc(OCC(=O)Nc2ccc(C)cc2[N+](=O)[O-])cc1,-2.3,66.2*
CC(=O)c1c(C)oc(NC(=O)Cn2cnc3ccccc3c2=O)c1C#N,0.3,-13.1
COC(=O)C1=C[C@@H](O)[C@@H](O)[C@H](O[C@@H]2O[C@H](CO)[C@@H](O)[C@H](O)[C@H]2OC(=O)/C=C/c2ccccc2)C1,-3.9,-1.4
C[C@H](CO)N1C[C@H](C)[C@H](CN(C)C(=O)c2ccccc2)OCc2cnnn2CCCC1=O,1.0,2.5
Cc1noc(C)c1NC(=O)Nc1ccc2c(c1)CC(=O)N([C@H](C)CO)C[C@H](C)[C@@H](CN(C)S(=O)(=O)c1cn(C)cn1)O2,.,-0.5
CNC[C@H]1OCCCC[C@@H](C)Oc2ccc(NC(=O)c3ccncc3)cc2C(=O)N([C@@H](C)CO)C[C@H]1C,.,2.6
CCCCCC(O)CC(O)CCc1ccc(O)c(OC)c1 (centres undefined),-5.9,-0.6
O=C(NCCCN1CCCC1=O)Nc1ccc([N+](=O)[O-])cc1,1.8,10.7
Cn1c(SCC(=O)Nc2c(Cl)cc(Cl)cc2Cl)nnc1-c1ccc(Cl)cc1,2.6,-9.8
C[C@@H]1CN([C@H](C)CO)C(=O)CCCn2cc(nn2)CO[C@@H]1CN(C)CC1CCCCC1,0.5,.

# Single values from the list.
# p53 PUMA act, `CCc1ccc(OCC(=O)Nc2ccc(C)cc2[N+](=O)[O-])cc1` → 66.2*
# STK33 inh, `CCCCCC(O)CC(O)CCc1ccc(O)c(OC)c1` (centres undefined) → -5.9
# p53 PUMA act, `Cc1noc(C)c1NC(=O)Nc1cccc2c1O[C@H](CN(C)Cc1ccncc1)[C@H](C)CN([C@H](C)CO)C2=O` → 0.7
# p53 PUMA act, `Cc1noc(C)c1NC(=O)Nc1ccc2c(c1)CC(=O)N([C@H](C)CO)C[C@H](C)[C@@H](CN(C)S(=O)(=O)c1cn(C)cn1)O2` → -0.5
# STK33 inh, `C[C@H](CO)N1C[C@H](C)[C@H](CN(C)C(=O)c2ccccc2)OCc2cnnn2CCCC1=O` → 1.0

# Next part
SMILES,STK33 inh,p53 PUMA act
C[C@@H]1CCCCO[C@H](CN(C)S(=O)(=O)c2ccc(F)cc2)[C@@H](C)CN([C@H](C)CO)C(=O)c2cc(NS(C)(=O)=O)ccc2O1,-2.5,.
C[C@@H]1CN([C@H](C)CO)C(=O)c2cccc(NC(=O)c3ccncc3)c2O[C@@H]1CN(C)Cc1ccc(C(=O)O)cc1,.,-4.9
COc1cccc(S(=O)(=O)N(C)C[C@H]2OCc3ccccc3-c3ccccc3C(=O)N([C@@H](C)CO)C[C@@H]2C)c1,.,0.3
C[C@H]1CN([C@@H](C)CO)C(=O)c2cccc(NS(=O)(=O)c3cn(C)cn3)c2O[C@@H]1CN(C)C,.,10.2
O=C(Nc1ccc(F)cc1)C1CC(=O)n2cnnc2N1 (centres undefined),-0.1,-4.6
COc1cc([C@H]2Oc3c(OC)cc(/C=C/CO)cc3[C@H]2CO)ccc1OC1OC(CO)C(O)C(O)C1O (some centres undefined),-6.6,-59.9
COc1ccc(NC(=O)Nc2ccc3c(c2)CC(=O)N([C@H](C)CO)C[C@@H](C)[C@H](CN(C)C(=O)Nc2ccc(F)cc2)O3)cc1,-3.3,.
COc1ccc(CN(C)C[C@H]2Oc3ccc(NC(=O)Nc4c(C)noc4C)cc3CC(=O)N([C@H](C)CO)C[C@@H]2C)cc1,.,2.4
CC(C(=O)Nc1cc(Cl)ccc1O)N1C(=O)c2ccccc2C1=O (centres undefined),0.3,17.1
CC(=O)c1ccc(NC(=O)CSc2nnc(-c3ccccc3)n2-c2ccccc2)cc1,-0.9,16.5
